Assay outcomes deposited in PubChem by National Center for Advancing Translational Sciences (NCATS).
Pf growth 48h: P. falciparum growth inhibition at 48 hours (one generation). P. falciparum luciferase growth in erythrocytes, 48 h. Potency, µM (titrated, usually from 28.7 µM), for inactives: at the top dose activity change, negative = inhibition, hits mostly inhibitors. actives 5.9% (n = 310,000). AID 504832; note: potency is the fitted concentration of half-maximal effect; % is set by controls: 0 for no effect and ±100 for the full control effect
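Growth was read as firefly luciferase luminescence after a 48 h, 37 C, 5% CO2 exposure of compounds to reporter-bearing P. falciparum cultures (0.1% parasitemia, 2% hematocrit final) in Albumax-supplemented RPMI 1640.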
Sm TGR inh: blocks Schistosoma mansoni thioredoxin glutathione reductase. Q962Y6. purified TGR, DTNB reduction, TNB absorbance 405 nm. Potency, µM (highest dose often 114 µM), for the others: at the top dose activity change, negative = inhibition, most hits filed as inhibitors. actives 3% (n = 360,000). AID 485364; note: potency is the fitted concentration of half-maximal effect; % is set by controls: 0 for no effect and ±100 for the full control effect; nearly all actives have a fitted effect of over 60% in size
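TGR 20 nM + NADPH 100 uM (dispensed conc.), cpd preinc 15 min RT; start with NADPH (500 uM addition) then DTNB (15 mM addition). Kinetic TNB absorbance, 405 nm filter. Four-parameter Hill fit across titration.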
Pf growth 96h: P. falciparum growth inhibition at 96 hour, primary screen for plastid delayed-death inhibitors; P. falciparum luciferase reporter growth, 96 h; Potency, µM (series often up to 28.7 µM), inactives show at the highest dose activity change, negative = inhibition, actives largely listed as inhibitors; actives 6.9% (n = 320,000); note: potency is the fitted concentration of half-maximal effect; % is set by controls: 0 for no effect and ±100 for the full control effect
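Delayed-death screen, second-generation endpoint: infected erythrocytes, 2% hematocrit, 0.05% parasitemia final; 96 hours at 37 C, 5% CO2; luciferase detection reagent; luminescence decrease equals reduced growth.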
Shiga inhibitor: Shiga toxin inhibition | Vero cells, Shiga toxin protein synthesis inhibition reporter | inhibition, % at 38.7 µM | actives 9.2% (n = 290,000); in the data active = inhibition mostly above about 28%, no sharp cut-off; inactive = mostly below about 43%; note: 0% is about no effect
Cycloheximide cs: counter-screen hit for Shiga toxin inhibitors, cycloheximide | cell reporter, cycloheximide protein synthesis inhibition counterscreen | max response, % | actives 12% (n = 300,000) | AID 2314; in the data active = max response mostly above about 13%, no sharp cut-off; inactive = mostly below about 14%; note: read at 38.3 µM for the half of the compounds with a filed dose; 0% is about no effect
Giardia FBPA inh: Giardia lamblia aldolase inhibition; A8B2U2; purified Giardia FBPA; Potency, µM (highest dose often 59.6 µM), inactives show top-dose activity, negative = inhibition, actives largely listed as inhibitors; actives 0.71% (n = 290,000); AID 2451; note: potency is the fitted concentration of half-maximal effect; % is set by controls: 0 for no effect and ±100 for the full control effect; nearly all actives have a fitted effect of over 55% in size
Target sequence (A8B2U2 whole entry, looked up): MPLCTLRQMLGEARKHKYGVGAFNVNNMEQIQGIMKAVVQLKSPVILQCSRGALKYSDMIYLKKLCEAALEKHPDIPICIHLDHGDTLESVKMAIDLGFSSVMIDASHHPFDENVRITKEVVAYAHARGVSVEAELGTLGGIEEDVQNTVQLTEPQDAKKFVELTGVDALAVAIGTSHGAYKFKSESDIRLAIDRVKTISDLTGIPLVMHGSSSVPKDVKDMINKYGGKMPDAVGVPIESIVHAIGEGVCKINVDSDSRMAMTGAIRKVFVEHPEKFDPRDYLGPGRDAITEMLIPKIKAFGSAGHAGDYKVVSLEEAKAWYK
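40 nM FBPA preincubated 10 min at RT with compound (up to 57.5 uM final), then substrate plus GAPDH/TPI/NAD/arsenate coupling and diaphorase/resazurin added. Fluorescence read after 20 min at RT, 525/598 nm.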
* marks the source's active call; other numbers are inactive results; ? = inconclusive; nt = not tested or not shown; [ ] = remark or other dose. Unless noted, calls come from the whole dose curve; as a rule, active = well fitted curve in the direction sought with a large enough effect; inconclusive = small, poorly fitted or top-dose-only effect, or another doubt; inactive = no such curve, though single readings can be large; an effect the other way counts as inactive or inconclusive.

Every second line gives: Pf growth 48h, Shiga inhibitor, Pf growth 96h, Sm TGR inh, Cycloheximide cs, Giardia FBPA inh
CC(=O)c1ccc(N(C(=O)c2ccco2)C(C(=O)NC2CCCC2)c2cccs2)cc1 (stereo unspecified)
  ?, 26, ?, -16%, 29*, nt
CCCCc1nc2ccccc2n1CC(=O)NN
  -14%, -15, -5%, -5%, -3, 0%
Cc1[nH]c(=O)c(C#N)c(C)c1CCC(=O)NCc1ccc(Cl)cc1
  -2%, 21, 28%, 14%, 5, 4%
COC(=O)c1ccc(CS(=O)(=O)c2ccccc2C)o1
  -27%, -2, 120%[activator], -25%, -1, 3%
CNC(=O)N(C1=NCC(C)(C)S1)c1ccc(F)c(Cl)c1
  nt, 1, 7.4µM*, 1%, -5, 9%
CCc1ccccc1NC(=O)CCc1nc(-c2cccs2)no1
  12%, 48*, ?, -4%, 20, 5%
COc1ccccc1/C=N/NC(=O)c1ccc(NC(=O)c2cccc([N+](=O)[O-])c2)cc1
  5.2µM*, -2, -1%, 8%, 14, -3%
CC1Cc2ccccc2N1C(=O)C1CCCCN1S(=O)(=O)c1ccccc1 (stereo unspecified)
  ?, -19, ?, -13%, -2, nt
Cc1nc([N+](=O)[O-])cn1CC(=O)c1ccc(OC(F)(F)F)cc1
  8%, 5, 35%[activator], -10%, -3, 5%
COCCCC1CCN(C(=O)C2CCC(=O)N(C3CCCC3)C2)CC1 (stereo unspecified)
  -5%, -14, -4%, -22%, -2, nt
CCOC1(OCC)C(c2ccc(Cl)cc2)C(C#N)(C#N)C1(OCC)OCC (stereo unspecified)
  30%[activator], 14, -2%[5.75 µM], -30%, 5, -19%
COc1ccc(CCNC(=O)C2CCN(S(=O)(=O)c3cc(OC)ccc3OC)CC2)cc1
  ?, -4, nt, -13%, 0, 6%
COc1ccccc1NC(=O)CC12CC3CC(CC(Br)(C3)C1)C2
  -1%, 1, 22%, 1%, 4, -5%
CCOC(=O)N1CCN(C(=O)c2ccc(CSc3ccc(Cl)cc3)cc2)CC1
  ?, 6, ?, 8%, -3, 3%
O=C(NCc1cccs1)C1CCN(S(=O)(=O)c2cccc([N+](=O)[O-])c2)CC1
  0%, -7, -5%, -6%, -3, 3%
Cc1ccc2oc3nc(C)c(C(=O)O)cc3c(=O)c2c1
  205%[activator], 35, 475%[activator], 2%, 41*, 2%
Cc1ccccc1NC(=O)Cc1nc(COC(=O)C(C)C)cs1
  20%, -9, 0%, 1%, -2, -1%
Cc1ccc(CC(=O)N2CCN(c3ccccn3)CC2)cc1
  nt, 12, -14%, -3%, -2, 1%
O=C(NCc1ccccn1)Nc1cccc(Cl)c1
  nt, 43*, ?, 12%[11.4 µM], 29*, 0%
COc1cc(C(C(=O)NC2CCCC2)N(Cc2ccco2)C(=O)c2snc(C(N)=O)c2N)cc(OC)c1OC (stereo unspecified)
  ?, -15, 10%, -17%, -3, -1%

Exported bar-delimited: part of the list above.
SMILES | Pf growth 48h | Shiga inhibitor | Pf growth 96h | Sm TGR inh | Cycloheximide cs | Giardia FBPA inh
CC(=O)c1ccc(N(C(=O)c2ccco2)C(C(=O)NC2CCCC2)c2cccs2)cc1 (stereo unspecified) | ? | 26 | ? | -16% | 29* | nt
CCCCc1nc2ccccc2n1CC(=O)NN | -14% | -15 | -5% | -5% | -3 | 0%
Cc1[nH]c(=O)c(C#N)c(C)c1CCC(=O)NCc1ccc(Cl)cc1 | -2% | 21 | 28% | 14% | 5 | 4%
COC(=O)c1ccc(CS(=O)(=O)c2ccccc2C)o1 | -27% | -2 | 120%[activator] | -25% | -1 | 3%
CNC(=O)N(C1=NCC(C)(C)S1)c1ccc(F)c(Cl)c1 | nt | 1 | 7.4µM* | 1% | -5 | 9%
CCc1ccccc1NC(=O)CCc1nc(-c2cccs2)no1 | 12% | 48* | ? | -4% | 20 | 5%
COc1ccccc1/C=N/NC(=O)c1ccc(NC(=O)c2cccc([N+](=O)[O-])c2)cc1 | 5.2µM* | -2 | -1% | 8% | 14 | -3%
CC1Cc2ccccc2N1C(=O)C1CCCCN1S(=O)(=O)c1ccccc1 (stereo unspecified) | ? | -19 | ? | -13% | -2 | nt
Cc1nc([N+](=O)[O-])cn1CC(=O)c1ccc(OC(F)(F)F)cc1 | 8% | 5 | 35%[activator] | -10% | -3 | 5%
COCCCC1CCN(C(=O)C2CCC(=O)N(C3CCCC3)C2)CC1 (stereo unspecified) | -5% | -14 | -4% | -22% | -2 | nt

Going on with the list.
Every second line gives: Pf growth 48h, Shiga inhibitor, Pf growth 96h, Sm TGR inh, Cycloheximide cs, Giardia FBPA inh
COc1ccc(C2CC2/C(C)=N/OC(=O)c2ccc(F)cc2)cc1 (stereo unspecified)
  42%[activator], 39, ?, 3%, 9, -3%
O=C(Nc1ccc(Cl)cn1)C1CCCN1S(=O)(=O)c1ccc(Cl)cc1 (stereo unspecified)
  ?, 8, ?, -2%, 12, -1%
O=C(NCCc1ccc(O)cc1)c1ccc(Cl)cc1
  127%[activator], 70*, 107%[activator], 8%, 56*, -2%
Cc1ncc([N+](=O)[O-])n1Cc1ccccc1F
  18%, 6, 40%[activator], 0%[57.1 µM], -1, 4%
O=C1c2ccccc2NC(c2ccc(-c3ccccc3F)o2)N1O (stereo unspecified)
  57%[activator], nt, 4%, ?, nt, nt
CC(C)(C)NC(=O)COc1coc(CN2CCN(Cc3ccccc3)CC2)cc1=O
  0%, -4, ?, 0%, -1, nt
CCc1ccc(-c2cc(C(=O)NN3CCOCC3)c3ccccc3n2)s1
  21%, 8, 46%[activator], 20%, 18, -9%
CCOC(=O)C1(CCOc2ccccc2)CCN(Cc2ccc(NC(C)=O)cc2)CC1
  13µM*, -23, 15%, 5%, 1, 1%
COc1ccc(C(=O)NCc2ccc3c(c2)OCO3)cc1S(=O)(=O)N1CCCC1
  5%, nt, ?, 13%, nt, nt
c1ccc2sc(N3CCNCC3)nc2c1
  13%, 11, 11%, nt, 12, 4%
CCOc1ccc(-n2nc3c(=O)[nH]nc(C)c3c2C)cc1
  11%, -4, 2%, -10%, 1, -24%
Cc1ccc(C(=O)Nc2ccc(S(=O)(=O)N3CCN(C)CC3)cc2)cc1
  ?, 32, ?, -17%, 2, -4%
CC(C)(C)NS(=O)(=O)c1ccc(OCC(=O)N2CCN(Cc3ccccc3)CC2)cc1
  0%, 6, ?, 0%, -2, 1%
COC(=O)CSc1nc2cc3c(cc2cc1C)OCO3
  25%, 55*, -9%, -35%, 27*, 0%
CS(=O)(=O)Nc1cccc(C(=O)CC2(O)C(=O)Nc3ccccc32)c1 (stereo unspecified)
  14%, -8, 4%, -24%, -2, 0%
C#CCOCCOCCOCCNc1nc(N2CCN(C(=O)[C@H]([C@@H](C)CC)n3cc(CCCN=C(N)N)nn3)CC2)nc(N2CCN(C(=O)[C@H](CCCCN)n3cc(CCC(=O)O)nn3)CC2)n1
  7%, -15, 0%, -4%, -6, 0%
Cn1c(COc2ccccc2O)[n+](C)c2ccccc21
  -11%, 4, -19%, -17%, -5, -2%
CCOc1ccc(NC(=O)c2cnsn2)cc1
  17%, 55*, nt, 4%, 30*, -1%
CC(C)c1nnc(NC(=O)Cc2ccc(Br)cc2)s1
  12%, -11, -13%, 0%, -2, 5%
Cc1ccc(NC(=O)C2CC3CCC2C3)c(Br)c1 (stereo unspecified)
  95%[activator], 83*, 12%, 3%, 33*, 7%
NC(=O)NOCc1cccc(Cl)c1
  4%, -5, 17%, nt, 12, -2%
C=C(C)c1ccccc1
  16%, nt, 40%[activator], 4%, nt, nt
COc1ccc(CCNC(=S)Nc2cc(C)ccc2C)cc1
  nt, 6, ?, 3%, 9, -2%
CCCn1c(CCC(=O)O)ccc1-c1ccccc1
  0%, -13, -14%, -30%, -3, 15%
O=C1CCC(C(=O)N(c2ccccc2)C2(C(=O)NC3CCCCC3)CCCCC2)N1 (stereo unspecified)
  ?, -10, 8%, 0%, -7, 2%
Cn1cc(NC(=O)Nc2ccc(C(F)(F)F)cc2)c(C(F)(F)F)n1
  ?, 17, ?, 24%, -2, -3%
Cc1[nH]c2ccccc2c1N=Nc1ccccc1F
  14%, 53*, 5%, 4%, 24*, -12%
COCCCN(C(=S)Nc1ccc(OC)cc1)C(C)c1ccncc1 (stereo unspecified)
  9%, -11, 54%[activator], 0%, 10, -4%
COc1ccc(-n2c(CNCCc3ccc(C)cc3)nc3ccccc3c2=O)cc1
  -4%, nt, ?, 2%, 3, -19%
O=C(OCc1ccc2c(c1)OCO2)c1ccc(S(=O)(=O)N2CCCC2)cc1
  ?, -8, 21%, 0%, -3, 1%
COc1cccc(C(=O)CN(C(=O)c2ccc(Cl)c(Cl)c2)N2C(=O)C3CCCCC3C2=O)c1 (stereo unspecified)
  nt, 6, ?, 9%, -1, -1%
C/C(CC(=O)Nc1cccc(Cl)c1Cl)=N\NC(=O)c1ccccc1C
  ?, 18, ?, -28%, 11*, -29%
CCCOC(=O)c1cccc(NC(=O)COc2ccc([N+](=O)[O-])cc2)c1
  -14%, -11, 300%[activator], -10%, -2, -6%
O=C(NN(C(=O)C1CC1)c1nc2ccccc2s1)C1CC1
  27%, 60*, 4.1µM*, 5%, 46*, 0%
CC(C)N1CC=C2C(C#N)=C(N)C(C#N)(C#N)[C@H](c3ccoc3)[C@H]2C1
  15%, -13, ?, ?, -6, ?
CC1(c2ccccc2)NC(=O)N(CC(=O)NNC(=O)c2ccccc2F)C1=O (stereo unspecified)
  53%[activator], nt, 0%, -1%, nt, nt
COc1ccc(NC(=S)NC(NC(=O)c2cccc(Cl)c2)C(Cl)(Cl)Cl)c([N+](=O)[O-])c1 (stereo unspecified)
  3.3µM*, 16, ?, -1%, -2, -3%
Cc1ccccc1C(=O)NC(Oc1ccccc1)C(Cl)(Cl)Cl (stereo unspecified)
  -12%, -9, 70%[activator], -7%, -2, 0%
COCCNC(=O)CSc1nc2cc(OC)c(OC)cc2c(=O)n1Cc1ccco1
  -18%, -11, 42%[activator], 5%, -3, 9%
C#CCOCCOCCOCCNc1nc(N2CCN(C(=O)[C@H]([C@@H](C)CC)n3cc([C@@H](N)Cc4ccc(O)cc4)nn3)CC2)nc(N2CCN(C(=O)[C@H](CCCCN)n3cc([C@@H](N)CC(C)C)nn3)CC2)n1
  38%[activator], -13, 24%, 13µM*, 35*, -6%
COc1cccc(-c2c(C(=O)N/N=C/c3ccc(C)s3)nnn2-c2nonc2N)c1
  10µM*, -8, 4.1µM*, -1%, -4, ?
CCn1cc(CNC(=O)c2cc(COc3ccc(F)cc3Cl)on2)cn1
  7%, 38, ?, 19%, -2, -1%
CC1CCCN(C2(O)C(=O)Nc3ccc([N+](=O)[O-])cc32)C1 (stereo unspecified)
  -3%, -8, 2%, 3%, -2, 6%
N#Cc1cn(CCOc2ccc(F)cc2)c2ccccc12
  10µM*, 23, 61%[activator], 0%, 14, -3%
CC(C)c1ccc(CSc2ccc(S(=O)(=O)N3CCOCC3)cn2)cc1
  ?, nt, ?, 9%, nt, nt
O=C(CN1CCN(c2ccccc2F)CC1)N1CCc2ccccc21
  -2%, 16, 5%, 0%, 14*, nt
CCOc1cc(-c2cc(-c3ccc(C)cc3)nc(N)c2C#N)ccc1O
  ?, -5, nt, -6%, 7, -7%
